TLR9-MyD88 block = blocks human TLR9 binding to MyD88; Q9NR96+Q99836; CHO BLA complementation TLR9-MyD88, CCF4 FRET ratio; inhibition, % at 4.98 µM; actives 0.21% (n = 340,000);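 active = inhibition above the mean over all tested compounds plus 3 SD, cut at about 21% in these data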;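 note: 0% = DMSO only wells and 100% = clavulanate BLA inhibitor control wells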
SRC1 inh = human NCOA1 inhibition | Q15788 | HEK293 GAL4-SRC1 luciferase reporter, luminescence | inhibition, % at 3.6 µM | actives 0.12% (n = 360,000);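 active = inhibition above the campaign mean plus 3 SD, with each screening campaign given its own cutoff, cut at about 60% in these data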;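 note: 0% = DMSO treated cells and 100% = gossypol at 36 µM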
TRAIL sens C8 = caspase-8 TRAIL sensitization; NB7+C8 cells + TRAIL, ATPlite viability luminescence; inhibition (viability loss, TRAIL sensitization), % at 10 µM; actives 1% (n = 360,000);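 active = compounds causing at least 50% loss of cell viability in the single-dose screen, relative to plate controls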
LMP1 NFkB inh = reduces LMP1-driven NF-kappaB luciferase signal. LMP1-induced NF-kappaB luciferase reporter cells, luminescence. inhibition, % at 12.5 µM. actives 0.69% (n = 350,000). AID 504558; in the data active = inhibition above about 41%;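 note: 0% = neutral control wells and 100% = reference inhibitor control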
NR2F2 inh = inhibitors of human COUP-TFII (NR2F2); P24468; HEK293T NGFI-A luciferase reporter, luminescence; inhibition, % at 8.6 µM; actives 0.7% (n = 370,000); AID 686940;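 active = inhibition above a per-plate cutoff, mean inhibition of test wells between control levels plus 3 SD, cut at about 38% in these data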;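 note: cells cotransfected with COUP-TFII expression vector driving the NGFI-A reporter; 0% = median of COUP-TF2 test wells and 100% = reporter-only cells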
TWEAK Fn14 block = inhibitors of TWEAK-Fn14 interaction signaling | actives 2% (n = 360,000) | inhibition, % at 10 µM | TWEAK-stimulated Fn14 reporter cells, luciferase luminescence, 8 h; in the data active = inhibition above about 50%
SRC2 inh = human SRC2 (NCOA2) inhibition; Q15596; HEK293 GAL4-SRC2 luciferase reporter, luminescence; AID 651957; actives 0.17% (n = 370,000); inhibition, % at 9 µM;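 active = inhibition above the mean inhibition of all tested compounds plus 3 SD, set per campaign, cut at about 52% in these data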;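 note: 0% = DMSO treated cells and 100% = cells given Gossypol at 36 µM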
LRH-1 inv ag = NR5A2 inverse agonism in reporter assay. O00482. HEK293T StAR-luciferase reporter, LRH-1 transfected, 24 h. inhibition, % at 3.6 µM. actives 0.13% (n = 360,000);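 active = inhibition above the mean inhibition of all tested compounds plus 3 SD, cut at about 73% in these data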;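 note: 0% = DMSO wells and 100% = reporter-only cells lacking LRH-1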
NCOA3 inh = inhibitors of human steroid receptor coactivator 3 (SRC3) | Q9Y6Q9 | HEK293 GAL4-SRC3 luciferase reporter, luminescence | inhibition, % at 3.6 µM | actives 0.17% (n = 360,000) | AID 588352;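 active = inhibition above a per-campaign cutoff, the mean of all compounds plus 3 SD, cut at about 60% in these data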;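 note: 0% = DMSO-treated cells and 100% = gossypol-treated cells at 36 µM; higher means less SRC3-driven luciferase light from the GAL4 reporter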
Target sequence (Q9Y6Q9 whole entry, looked up, the tested form may be a part): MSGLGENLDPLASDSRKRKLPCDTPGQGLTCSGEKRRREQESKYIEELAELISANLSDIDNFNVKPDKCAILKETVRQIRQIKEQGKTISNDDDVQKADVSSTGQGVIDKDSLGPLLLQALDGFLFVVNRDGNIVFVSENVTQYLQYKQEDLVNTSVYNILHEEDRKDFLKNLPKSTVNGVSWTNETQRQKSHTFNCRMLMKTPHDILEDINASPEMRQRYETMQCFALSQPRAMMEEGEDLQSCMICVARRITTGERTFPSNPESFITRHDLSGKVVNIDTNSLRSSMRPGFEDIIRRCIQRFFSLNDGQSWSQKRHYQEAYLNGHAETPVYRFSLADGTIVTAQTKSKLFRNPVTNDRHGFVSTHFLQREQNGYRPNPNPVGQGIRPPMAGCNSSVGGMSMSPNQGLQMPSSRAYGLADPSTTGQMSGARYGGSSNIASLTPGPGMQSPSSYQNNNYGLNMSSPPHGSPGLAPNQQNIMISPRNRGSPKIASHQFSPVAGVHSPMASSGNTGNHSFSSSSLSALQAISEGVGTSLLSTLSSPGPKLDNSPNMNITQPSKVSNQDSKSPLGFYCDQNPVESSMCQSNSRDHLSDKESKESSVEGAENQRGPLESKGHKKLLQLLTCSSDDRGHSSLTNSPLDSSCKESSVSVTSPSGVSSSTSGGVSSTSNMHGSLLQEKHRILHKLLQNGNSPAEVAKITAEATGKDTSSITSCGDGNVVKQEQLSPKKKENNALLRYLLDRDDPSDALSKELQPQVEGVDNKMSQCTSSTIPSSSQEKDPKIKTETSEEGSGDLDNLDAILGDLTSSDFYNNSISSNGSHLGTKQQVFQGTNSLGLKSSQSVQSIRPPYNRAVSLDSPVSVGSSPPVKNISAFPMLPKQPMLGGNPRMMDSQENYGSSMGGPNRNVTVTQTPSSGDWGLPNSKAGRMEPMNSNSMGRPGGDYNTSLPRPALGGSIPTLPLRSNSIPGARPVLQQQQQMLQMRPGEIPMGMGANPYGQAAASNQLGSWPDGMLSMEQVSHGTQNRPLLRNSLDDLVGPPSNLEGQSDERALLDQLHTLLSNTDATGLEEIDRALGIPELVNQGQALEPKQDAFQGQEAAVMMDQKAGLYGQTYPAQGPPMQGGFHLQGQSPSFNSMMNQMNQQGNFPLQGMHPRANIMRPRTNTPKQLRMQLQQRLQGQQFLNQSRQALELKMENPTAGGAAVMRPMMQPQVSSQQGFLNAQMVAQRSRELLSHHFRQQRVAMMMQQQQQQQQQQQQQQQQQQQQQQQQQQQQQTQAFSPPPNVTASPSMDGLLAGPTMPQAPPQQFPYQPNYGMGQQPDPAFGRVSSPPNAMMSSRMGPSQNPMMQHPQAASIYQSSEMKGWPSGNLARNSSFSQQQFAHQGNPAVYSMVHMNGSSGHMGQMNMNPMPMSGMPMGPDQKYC
TROY signal inh = TROY signaling inhibition. actives 0.98% (n = 360,000). Q293 LMP1-TROYcd NF-kB luciferase reporter, 4 h. inhibition, % at 10 µM;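 active = compounds whose plate-normalised and pattern-corrected inhibition of the luciferase reporter signal at the single screening dose is 50% or more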
NOD2-RIPK2 inh = NOD2-RIPK2 protein interaction inhibition; CHO BLA complementation NOD2-RIPK2, CCF4 ratio; inhibition, % at 4.98 µM; actives 0.38% (n = 360,000); AID 624267; in the data active = inhibition above about 21%;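 note: 0% = vehicle only and 100% = reference blocker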
Active calls of the source: *; nt = not tested or not shown.

| smiles | TLR9-MyD88 block | SRC1 inh | TRAIL sens C8 | LMP1 NFkB inh | NR2F2 inh | TWEAK Fn14 block | SRC2 inh | LRH-1 inv ag | NCOA3 inh | TROY signal inh | NOD2-RIPK2 inh |
| --- | --- | --- | --- | --- | --- | --- | --- | --- | --- | --- | --- |
| O=C(Nc1ccc(S(=O)(=O)N2CCCCC2c2cccnc2)cc1)c1ccccc1F (centres undefined) | 2 | -29 | -6 | 8 | 4 | 19 | -2 | -8 | -2 | 17 | -17 |
| NC(=O)COC(=O)c1ccc(-c2ccc(O)cc2)cc1 | -1 | -12 | 13 | -13 | -5 | -13 | -2 | -5 | -5 | -20 | -10 |
| CCCCNC(=O)c1[nH]c(C2CCNCC2)nc1-c1cccc(C(F)(F)F)c1 | nt | nt | -2 | nt | 2 | nt | 7 | 20 | nt | nt | -14 |
| Cn1ncc(Cl)c1C(=O)N1CCN(C(=O)c2ccco2)CC1 | -2 | 15 | -8 | 1 | 6 | -7 | 13 | -14 | -4 | 2 | -10 |
| COc1cccc(C(NC(C)=O)c2nc(-c3ccccc3)cs2)c1 (centres undefined) | nt | 4 | 2 | nt | -5 | 15 | 1 | -6 | -19 | -18 | -8 |
| COc1cccc(C(=O)NCCOc2cc(C)cc(C)c2)c1 | -1 | -28 | 5 | -2 | 21 | 6 | -24 | -7 | 9 | -6 | -1 |
| Cc1ccc(SCC2=NNC(=O)C2)cc1 | -10 | -2 | -9 | 8 | -18 | 7 | -5 | 3 | -2 | 6 | -6 |
| Cc1sc(NC(=O)C2C3CCC(O3)C2C(=O)O)c(C(=O)OC(C)C)c1-c1ccc(Cl)cc1 (centres undefined) | 4 | -70 | -15 | -3 | 19 | 21 | -9 | 2 | 27 | 9 | -15 |
| O=C(CN1C(=O)NC2(CCCC2)C1=O)OCc1ccccc1F | -6 | -18 | 10 | -10 | -16 | 8 | -26 | -7 | -2 | -2 | -5 |
| CC(C)(C)n1nnnc1C(c1ccc(F)cc1)N1CCN(Cc2ccc3c(c2)OCO3)CC1 (centres undefined) | -2 | -21 | -6 | 7 | 12 | -11 | -49 | 6 | -1 | 11 | -7 |
| CC(=O)Oc1ccc(C(=O)Nc2ccccc2NC(=O)c2ccc(OC(C)=O)cc2)cc1 | 3 | 10 | 2 | 2 | -14 | 29 | -14 | 10 | -23 | 28 | -8 |
| N#Cc1ccccc1OCC(=O)OCC(=O)c1c[nH]c2ccccc12 | -3 | -7 | 8 | -2 | -8 | 10 | 8 | 14 | -13 | -7 | -14 |
| O=[N+]([O-])c1ccc(O)c(/C=N/n2c(CO)nc3ccccc32)c1 | 0 | -6 | -22 | -2 | 6 | -27 | 6 | -1 | -3 | 8 | -6 |
| Cc1cccc(N2CCN(Cc3nc(CC4CC4)no3)CC2)n1 | -8 | 0 | -1 | 3 | 0 | 14 | 8 | -2 | 13 | 10 | -6 |
| COc1cc2cc(CN(CCCN3CCOCC3)Cc3nnnn3Cc3ccccc3)c(=O)[nH]c2cc1OC | 2 | 12 | 8 | -5 | -2 | -6 | -24 | 3 | 5 | 7 | -6 |
| O=C(NCc1cccs1)C(=O)c1cn(CC(=O)N2CCCC2)c2ccccc12 | 2 | -32 | -7 | 2 | 18 | -2 | -51 | -4 | -3 | 1 | -3 |
| O=C(O)CCCNS(=O)(=O)c1ccc(NCc2ccccc2)c(C(=O)O)c1 | 12 | -13 | 2 | 5 | 9 | 6 | 17 | -7 | 13 | nt | -5 |
| CCSc1nc(C)c(C)c(=O)[nH]1 | -8 | -2 | -3 | 6 | 6 | 7 | -12 | 5 | 6 | -12 | -5 |
| Cc1c(C#N)c2ccccc2n1CC(=O)N1CCCC1 | -2 | 3 | 8 | 4 | -7 | -9 | -14 | -4 | -2 | 7 | -4 |
| O=C(CN1C(=O)c2ccccc2C1=O)N1CCN(C(=O)c2ccco2)CC1 | 8 | -1 | -8 | 4 | -6 | 1 | -25 | -13 | -2 | -4 | 0 |
| COc1cc(CNc2ncnc3c2ncn3[C@H]2CN(Cc3cccc(C(F)(F)F)c3)C[C@@H](CO)O2)cc(OC)c1OC | nt | 14 | 0 | nt | 3 | 15 | 16 | 2 | 3 | 13 | -5 |
| CC1CN(Cc2cnc(Cl)s2)CC(C)O1 (centres undefined) | 3 | 6 | 30 | -1 | -10 | 9 | -16 | 12 | 15 | 21 | 0 |
| COc1ccccc1CNC(=O)C/C(C)=N/NC(=O)Cc1ccccc1 | 3 | -21 | -9 | -14 | -6 | -3 | -18 | -10 | -13 | -8 | -1 |
| CCOc1cc(-c2noc(N)c2C#N)cc(OCC)c1OCC | 0 | -11 | 4 | 6 | 16 | 24 | 14 | 16 | 6 | 1 | -14 |
| CN(C)S(=O)(=O)N1CCC(Oc2ccc(C(=O)NCC(C)(C)CO)cc2)CC1 | 11 | 18 | 0 | -5 | -1 | 4 | 6 | -11 | -11 | -5 | -8 |
| CCCCCn1c(=O)c(Cc2ccccc2)c(O)c2ccccc21 | 1 | -7 | -3 | 6 | 4 | 0 | 10 | 15 | -9 | -1 | 2 |
| COc1cc2sc3cc(NCc4ccc5c(c4)OCO5)ccc3c(=O)c2cc1OC | -11 | -19 | 12 | -1 | -29 | -143 | -65 | -25 | -36 | -112 | 5 |
| CC(NC(=O)C(=O)c1cn(CC(=O)N2CCCC2)c2ccccc12)c1ccccc1 (centres undefined) | -2 | -18 | -7 | -1 | 4 | 24 | 1 | 5 | -9 | 1 | 2 |
| C=CCNC(=O)C1CCN(c2ccc(S(=O)(=O)N3CCOCC3)cc2Cl)CC1 | -10 | 11 | 6 | -4 | -15 | 6 | -4 | 12 | 9 | -12 | 0 |
| COc1ccc(/C=C(/Sc2nnc(-c3ccc(Cl)cc3)o2)C(=O)O)cc1 | -1 | 5 | -1 | 4 | -11 | -2 | 19 | 4 | 8 | 46 | -3 |
| COc1cccc(C(O)c2nc(-c3cccc(NC(C)=O)c3)cs2)c1 (centres undefined) | nt | -3 | -15 | nt | -19 | 6 | -20 | -17 | 5 | -5 | -18 |
| CN(C(=O)COC(=O)CCC1CCCCC1)c1c(N)n(Cc2ccccc2)c(=O)[nH]c1=O | -1 | -18 | -2 | 2 | 1 | 11 | -38 | 3 | -25 | 1 | 5 |
| Cc1cn([C@H]2C[C@H](O)[C@@H](CNC(=O)[C@@H]3C[C@H](F)CN3)O2)c(=O)[nH]c1=O | -7 | 0 | -3 | -18 | -10 | 7 | -2 | -3 | 8 | -7 | -14 |
| O=C(CCCn1cnc([N+](=O)[O-])n1)Nc1cccc(Cl)c1Cl | 6 | 12 | 14 | -14 | 11 | 14 | 4 | -2 | 2 | -6 | -5 |
| O=C(Nc1ccc(Oc2cccnc2)cc1)c1ccc([N+](=O)[O-])cc1 | -8 | -20 | 15 | 7 | 3 | -16 | 1 | 3 | 11 | -9 | -7 |
| CCOC(=O)c1cc(C)sc1NC(=O)CSc1nccn1C | 2 | 13 | -7 | 3 | 1 | 9 | 15 | -9 | 2 | 16 | -7 |
| O=C(/C=C/c1ccccc1)NCC(=O)N/N=C\c1cccnc1 | -3 | -2 | -10 | 5 | -15 | -18 | 22 | -23 | 5 | -5 | -13 |
| CC(Oc1ccc(Cl)cc1)C(=O)NCC1CCCO1 (centres undefined) | -13 | 2 | -5 | 7 | -2 | 24 | -10 | 15 | 3 | 4 | -4 |
| COc1ccc(-c2cnnn2-c2ccc(NC(=O)c3ccco3)cc2)cc1OC | -2 | 6 | -4 | 11 | 8 | -4 | 5 | 25 | 20 | 12 | 2 |
| CN(C)/C=N/NC(=O)c1ccccc1 | 12 | -3 | -3 | -1 | 22 | -9 | 14 | -47 | 3 | -1 | -11 |

Remaining list, next part
Sequence of screens – TLR9-MyD88 block, SRC1 inh, TRAIL sens C8, LMP1 NFkB inh, NR2F2 inh, TWEAK Fn14 block, SRC2 inh, LRH-1 inv ag, NCOA3 inh, TROY signal inh, NOD2-RIPK2 inh
> Cc1ccc(C)c(NC(=O)CSc2nc3ccccc3nc2N2CCOCC2)c1
  -2, -1, -6, -1, -11, 1, 10, 1, 5, -6, 0
> CSc1ccc(S(=O)(=O)N(CC(=O)NN=C2CCN(C)CC2)c2ccc(C)cc2)cc1
  -8, 13, -7, -2, -4, -24, -8, 8, 18, 26, -2
> Cc1noc(C)c1COc1ccc(C(=O)OCC(=O)OC(C)(C)C)cc1
  0, 6, 1, -4, -5, -13, -15, -13, 19, 26, 4
> Cc1cc(C)nc(Nc2ccc(C)c([N+](=O)[O-])c2)n1
  3, -42, -2, -18, -6, -14, -37, -68, -31, -30, 2
> CCCNC(=O)N[C@H]1C=C[C@H](CC(=O)OC)O[C@@H]1CO
  nt, nt, -1, nt, 1, nt, -24, 10, nt, nt, 8
> COC(=O)C1=C(C)N(Cc2ccccc2)C(=NCCCOC(C)C)N[C@H]1c1ccccc1
  -8, 10, 1, 4, -3, 5, 0, 5, -7, 11, 2
> CS(=O)(=O)Cc1nc2ccccc2n1CC(=O)Nc1cccc(S(=O)(=O)N2CCCC2)c1
  -11, 0, -4, 1, 21, -1, 8, 11, -9, -9, -5
> Cc1ccc(CCNC(=O)CS(=O)Cc2nc(-c3ccccc3Cl)oc2C)cc1 (centres undefined)
  -1, -1, -12, -7, 8, -11, 2, 4, 5, -21, 3
> Cc1cc(C)c2c(CC(=O)NC(C)C)coc2c1
  5, -8, -10, 2, -1, -18, -5, -4, 0, 3, -6
> COc1ccc(-c2ccc(=O)n(CC(=O)NCc3ccco3)n2)cc1
  -5, -3, 4, 9, 1, -5, -5, 7, 9, 8, 5
> COc1ccc(NC(=O)CC(C)=O)c(OC)c1
  -28, 18, 3, -4, 11, -8, -22, -16, -30, 23, 5
> O=C(COC(=O)Cc1ccccc1[N+](=O)[O-])NC1CCCC1
  10, 9, -3, -6, 1, -3, -9, 6, 16, -15, -9
> N#Cc1ccc(CSc2nnc(NC(=O)c3ccc4ncsc4c3)s2)cc1
  4, -27, -5, -2, 3, -25, -1, 1, 9, -5, -23
> Cc1ccc(S(=O)(=O)/N=C(/Nc2cccc3ccccc23)c2ccc(F)cc2)cc1
  1, -4, 1, -3, 12, 12, 22, -1, 10, 15, -6
> COc1ccc(NC(=S)N2CCN(C(=O)c3ccccc3)CC2)cc1
  -4, 2, 1, -2, -4, 0, 0, -8, 11, 12, -4

Compounds above that have an NH in an aromatic ring, in the order listed:
Sequence of screens – TLR9-MyD88 block, SRC1 inh, TRAIL sens C8, LMP1 NFkB inh, NR2F2 inh, TWEAK Fn14 block, SRC2 inh, LRH-1 inv ag, NCOA3 inh, TROY signal inh, NOD2-RIPK2 inh
> CCCCNC(=O)c1[nH]c(C2CCNCC2)nc1-c1cccc(C(F)(F)F)c1
  nt, nt, -2, nt, 2, nt, 7, 20, nt, nt, -14
> N#Cc1ccccc1OCC(=O)OCC(=O)c1c[nH]c2ccccc12
  -3, -7, 8, -2, -8, 10, 8, 14, -13, -7, -14
> COc1cc2cc(CN(CCCN3CCOCC3)Cc3nnnn3Cc3ccccc3)c(=O)[nH]c2cc1OC
  2, 12, 8, -5, -2, -6, -24, 3, 5, 7, -6
> CCSc1nc(C)c(C)c(=O)[nH]1
  -8, -2, -3, 6, 6, 7, -12, 5, 6, -12, -5
> CN(C(=O)COC(=O)CCC1CCCCC1)c1c(N)n(Cc2ccccc2)c(=O)[nH]c1=O
  -1, -18, -2, 2, 1, 11, -38, 3, -25, 1, 5
> Cc1cn([C@H]2C[C@H](O)[C@@H](CNC(=O)[C@@H]3C[C@H](F)CN3)O2)c(=O)[nH]c1=O
  -7, 0, -3, -18, -10, 7, -2, -3, 8, -7, -14

High-throughput results deposited in PubChem by several laboratories.

A portion of the library; count on the stated rates, not on these rows.
